Screening results (PubChem BioAssay)
Mdm2 MdmX PPI: human Mdm2/MdmX binding inhibition; SaOS-2 split-luciferase Mdm2/MdmX complementation, luminescence; inhibition, % at 8 µM; O15151+Q00987; 3% of 330,000 active;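 active = inhibition of at least 50% at 8 µM in the primary screen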
EBI2 block: antagonists of human EBI2 receptor; P32249; EBI2 beta-arrestin recruitment, luminescence, 7a,25-OHC stimulated; inhibition, % at 5 µM; 0.81% of 360,000 active; AID 651636; in the data active = inhibition above about 38%;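 note: enzyme fragment complementation signal reports receptor beta-arrestin coupling in cells; 0% = agonist plus DMSO wells and 100% = wells without agonist; some results beyond the cut were filed as inactive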
Target sequence (P32249 whole entry, looked up, the tested form may be a part): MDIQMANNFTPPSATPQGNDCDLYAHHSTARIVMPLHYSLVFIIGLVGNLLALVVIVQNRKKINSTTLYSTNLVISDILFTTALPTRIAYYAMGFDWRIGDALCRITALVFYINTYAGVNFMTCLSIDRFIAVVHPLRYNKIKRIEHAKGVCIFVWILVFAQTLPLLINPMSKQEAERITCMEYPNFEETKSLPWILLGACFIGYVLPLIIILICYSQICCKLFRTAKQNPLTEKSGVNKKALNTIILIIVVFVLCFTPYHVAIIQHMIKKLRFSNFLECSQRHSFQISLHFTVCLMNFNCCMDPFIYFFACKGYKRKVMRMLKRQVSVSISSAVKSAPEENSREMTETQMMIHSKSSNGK
CXCR6 inh: inhibitors of human CXCR6 receptor; O00574; CHO-K1 PathHunter CXCR6 beta-arrestin, luminescence; inhibition, % at 20 µM; 0.36% of 360,000 active; AID 602244; in the data active = inhibition above about 34%, passing the limit was not always enough;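 note: antagonist mode with CXCL16 agonist at 10 nM final; 0% = 10 nM CXCL16 with DMSO and 100% = unstimulated wells without agonist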
Target sequence (O00574 whole entry, looked up): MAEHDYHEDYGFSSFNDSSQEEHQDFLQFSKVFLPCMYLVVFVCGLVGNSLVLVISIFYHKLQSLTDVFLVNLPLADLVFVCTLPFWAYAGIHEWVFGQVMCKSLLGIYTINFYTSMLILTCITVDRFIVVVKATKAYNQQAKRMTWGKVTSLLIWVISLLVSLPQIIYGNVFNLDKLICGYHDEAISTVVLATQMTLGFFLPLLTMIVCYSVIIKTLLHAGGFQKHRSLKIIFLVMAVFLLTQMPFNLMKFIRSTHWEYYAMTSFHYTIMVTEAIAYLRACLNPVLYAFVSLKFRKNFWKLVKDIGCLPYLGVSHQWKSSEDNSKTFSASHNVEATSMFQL
CHOP UPR activ: activators of apoptotic arm of unfolded protein response (CHOP); activation, % at 10 µM; AID 449763; 0.34% of 330,000 active; CHO-CHOP luciferase reporter, UPR activation, luminescence; percent of tunicamycin response over DMSO baseline;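 active = at 10 µM dose, activation of 40% or more, normalized to positive control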;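 note: 100% = tunicamycin at 10 µg/mL and 0% = DMSO alone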
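Material: CHO-CHOP cells, stable luciferase reporter of PERK-eIF2a-CHOP signalling; quantity: 500 reporter cells seeded per well; buffer or medium: F12 medium containing 10% fetal bovine serum; compound: one dose, 10 µM in 0.5% DMSO; incubation: 6 h compound treatment, 37 °C; measured by: Steady-Glo luciferase luminescence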
XBP1 UPR activ: adaptive UPR (XBP1) activation | CHO-XBP1 luciferase reporter, IRE1-XBP1 UPR activation, luminescence; percent of tunicamycin response, DMSO as zero | activation, % at 20 µM | 0.33% of 330,000 active | AID 463104;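 active = versus positive control, 20 µM dose yields 30% or more activation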;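 note: 100% = tunicamycin at 10 µg/mL and 0% = DMSO only wells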
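Signal: luciferase luminescence; Assay system: CHO-XBP1 luciferase reporter cells; Amount: one thousand reporter cells per well; Dosing: 20 µM single concentration, DMSO 1%; Benchmarks: high control tunicamycin 10 µg/mL final, low control DMSO vehicle only; Schedule: 6 h compound exposure at 37 °C, 5% CO2; Evaluation: percent activation relative to tunicamycin reference.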
Jurkat NFkB inh: inhibitors of the PMA/ionomycin-induced NF-kB reporter in Jurkat cells; PMA/ionomycin-induced NF-kB luciferase reporter, luminescence; inhibition, % at 4 µM; 0.53% of 330,000 active; AID 435003; in the data active = inhibition above about 50%
Gli-Sufu antag: antagonists of Gli-Sufu signaling | 0.74% of 340,000 active | Sufu-KO-LIGHT fibroblasts, Gli luciferase reporter luminescence | AID 588413 | inhibition, % at 5 µM;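 active = inhibition above about 55%, limit read from the data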;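 note: 0% = DMSO-treated cells and 100% = wells with medium but no cells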
CCR6 antag: antagonists of human CCR6 receptor | P51684 | 0.49% of 340,000 active | CHO-K1 CCR6 PathHunter beta-arrestin, luminescence, CCL20-stimulated | inhibition, % at 20 µM | AID 493098;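 active = compounds whose inhibition of the agonist-driven luminescence signal at 20 µM reaches about 50%, limit read from the data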;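 note: cells stimulated with CCL20 at 14 nM final; plate controls were DMSO with CCL20 for no effect and DMSO without agonist for full effect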
Target sequence (P51684 whole entry, looked up): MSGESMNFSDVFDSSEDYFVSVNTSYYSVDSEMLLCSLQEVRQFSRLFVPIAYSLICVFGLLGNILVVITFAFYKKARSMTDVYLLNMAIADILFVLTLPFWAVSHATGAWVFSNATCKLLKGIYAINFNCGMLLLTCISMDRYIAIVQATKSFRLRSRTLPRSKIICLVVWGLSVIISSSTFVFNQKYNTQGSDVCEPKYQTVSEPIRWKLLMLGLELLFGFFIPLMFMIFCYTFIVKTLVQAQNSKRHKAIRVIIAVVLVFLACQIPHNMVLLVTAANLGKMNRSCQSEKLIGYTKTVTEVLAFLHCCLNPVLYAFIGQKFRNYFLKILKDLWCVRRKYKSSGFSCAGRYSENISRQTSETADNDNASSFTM
697 NFkB inh: inhibitors of the PMA/ionomycin-induced NF-kB reporter in 697 B cells | AID 435022 | inhibition, % at 4 µM | 0.33% of 330,000 active | 697 B-cell NF-kB luciferase reporter, 16 h; in the data active = inhibition above about 35%
* marks the source's active call; other numbers are inactive results; . = not tested or not shown. Rows were taken by chance; 5% or so of the library scored in one or more.

SMILES | Mdm2 MdmX PPI | EBI2 block | CXCR6 inh | CHOP UPR activ | XBP1 UPR activ | Jurkat NFkB inh | Gli-Sufu antag | CCR6 antag | 697 NFkB inh
CCCCC(Nc1ncnc2ccccc12)C(=O)O (configuration not stated) | 17.5 | 1.4 | 1.4 | -0.8 | 2.9 | 6.4 | 2.6 | 11.5 | 19.6
COCCNC(=O)/C(C#N)=C/c1cc(C)n(-c2ccc(C)cc2)c1C | -62.5 | 11.1 | 10.5 | 3.4 | 1.8 | -107.8 | -117.3 | 19.6 | -54.2
COC(=O)CNC(=O)Cc1c(F)cccc1Cl | -14.9 | 6.7 | 3.3 | -0.1 | -0.6 | 5.8 | -3.1 | 3.2 | -1.3
CN(CCc1ccccn1)C1CCCN(S(=O)(=O)c2ccc(F)c(Cl)c2)C1 (configuration not stated) | -1.0 | -10.4 | -4.0 | 1.0 | -4.5 | -3.6 | 25.5 | 12.6 | -9.1
COc1ccccc1/C=C1\SC(=S)N(CCC(=O)Nc2ccc(C(=O)O)c(O)c2)C1=O | -21.7 | -5.4 | 10.0 | 0.0 | -0.8 | 2.0 | 7.5 | 28.4 | 16.8
CC1=CN2C(=NC(=O)CC2(C)C(=O)N(CC(=O)NC2CCCC2)Cc2ccc(Cl)cc2)C=C1 (configuration not stated) | -10.1 | 0.3 | -3.0 | 1.2 | 0.6 | -0.1 | 14.5 | 1.3 | 16.3
Cc1cccc(C(=O)N/N=C/c2ccc(OCC(=O)N3CCCCC3)cc2)c1 | 10.5 | 0.4 | -0.8 | 0.4 | 1.6 | 2.5 | -3.9 | -4.5 | 19.9
CCOc1ccc(NC(=O)Nc2cc(C(C)C)c(O)cc2C)cc1 | 4.4 | -6.8 | 2.1 | 0.3 | 0.5 | 3.2 | -2.3 | -1.0 | 11.7
Cc1cc(C(=O)CS(=O)(=O)c2ccc(Cl)cc2)cc(C)c1O | 7.7 | -2.5 | 10.4 | 1.9 | -2.7 | -13.7 | 5.8 | 9.4 | -14.6
COc1cc(C(=O)Nc2sc3c(c2C(=O)O)CCC(C)C3)cc(OC)c1OC (configuration not stated) | -2.4 | 3.6 | 1.1 | 6.7 | 0.8 | 5.7 | 2.4 | 5.0 | 6.3
CCOC(=O)c1nc2cc3n(c(C)c-2c1C)C(C)C(CC)=C3C (configuration not stated) | 26.9 | -8.8 | 4.5 | 0.0 | 2.3 | -1.6 | 24.1 | 3.3 | -19.0
Cc1ccc(C2CC(=O)NC(SCCC(C)C)=C2C#N)cc1 (configuration not stated) | 10.8 | -0.1 | 8.4 | 0.7 | 0.1 | 8.1 | 8.3 | 7.4 | 18.5
Cc1cc(C)c(NC(=O)CSc2nnc(-c3ccccn3)n2N)c(Cl)c1 | 2.5 | 1.3 | 0.2 | 1.5 | 0.2 | 12.3 | 0.7 | -0.4 | 26.8
CC(=O)Nc1ccc(S(=O)(=O)NCC(=O)OCC(=O)N2CC(C)OC(C)C2)cc1 (configuration not stated) | 12.8 | -1.7 | 2.6 | 2.0 | -4.0 | -3.8 | 2.2 | 1.7 | -6.2
CC1(C)C2CCC(C2)C1(C)NC(=O)CN1CCCC1 (configuration not stated) | -2.6 | -12.2 | -2.4 | -0.3 | -2.7 | 0.4 | -41.0 | 2.1 | 21.0
COc1ccc(C2C3=C(CCCC3=O)Nc3nc(-c4cc(OC)c(OC)c(OC)c4)nn32)cc1OC (configuration not stated) | 0.3 | -9.3 | -14.1 | 2.6 | 3.3 | -1.7 | 11.0 | -0.1 | 37.9*
CCOc1cc(N2CCOCC2)c(OCC)cc1NC(=O)CSc1ncn[nH]1 | 11.1 | -3.9 | 0.9 | -1.0 | 1.5 | 4.6 | -7.5 | 5.6 | -14.0
CCOC(=O)N1CCN(S(=O)(=O)c2c(C)nn(C)c2C)CC1 | 8.0 | 0.6 | 16.5 | -2.1 | 2.1 | 1.5 | -0.1 | 0.4 | 23.0
CC(C)c1cc(=O)n2[nH]c(SCc3ccccc3)nc2n1 | -14.4 | -8.0 | -9.3 | 1.6 | -3.6 | -5.3 | 1.2 | 2.3 | 6.3
Cc1nc(N/N=C\c2ccc3c(c2)OCO3)sc1C | -116.2 | -2.1 | -12.5 | 6.9 | -0.7 | -80.4 | -94.1 | -3.3 | -181.3
CC1CCCN(S(=O)(=O)c2ccc(S(=O)(=O)N3CCCC3)cc2)C1 (configuration not stated) | 0.2 | -3.1 | -3.5 | 0.2 | 0.5 | -19.8 | 25.4 | -10.9 | -2.9
Cc1ccc(NC(=S)Nc2ccc3[nH]c(=O)[nH]c3c2)cc1 | -8.1 | 10.6 | 3.6 | 0.9 | -1.2 | -6.7 | -17.2 | 3.2 | 19.7
CN(C)CCN1C(=O)c2oc3ccccc3c(=O)c2C1c1cccc(Br)c1 (configuration not stated) | 29.0 | 2.3 | -2.9 | 0.0 | -2.5 | 2.4 | 8.6 | -2.6 | 9.4
CC(C)OC(=O)c1nn2c(C(F)(F)F)cc(-c3ccco3)nc2c1Cl | 23.1 | -3.8 | -7.9 | -1.0 | -2.0 | 19.4 | 10.6 | 23.7 | 16.7
S=c1[nH]nc(-c2ccccc2)n1/N=C/c1cccc(Cl)c1 | -3.8 | 1.2 | 9.3 | 0.5 | 2.8 | 1.1 | -2.0 | 8.0 | -22.3

Some of the entries so far, with values under each structure:
Values in the order: Mdm2 MdmX PPI | EBI2 block | CXCR6 inh | CHOP UPR activ | XBP1 UPR activ | Jurkat NFkB inh | Gli-Sufu antag | CCR6 antag | 697 NFkB inh
> CC1=CN2C(=NC(=O)CC2(C)C(=O)N(CC(=O)NC2CCCC2)Cc2ccc(Cl)cc2)C=C1 (configuration not stated)
 : -10.1 | 0.3 | -3.0 | 1.2 | 0.6 | -0.1 | 14.5 | 1.3 | 16.3
> CN(C)CCN1C(=O)c2oc3ccccc3c(=O)c2C1c1cccc(Br)c1 (configuration not stated)
 : 29.0 | 2.3 | -2.9 | 0.0 | -2.5 | 2.4 | 8.6 | -2.6 | 9.4
> CC(=O)Nc1ccc(S(=O)(=O)NCC(=O)OCC(=O)N2CC(C)OC(C)C2)cc1 (configuration not stated)
 : 12.8 | -1.7 | 2.6 | 2.0 | -4.0 | -3.8 | 2.2 | 1.7 | -6.2

(continued)
SMILES | Mdm2 MdmX PPI | EBI2 block | CXCR6 inh | CHOP UPR activ | XBP1 UPR activ | Jurkat NFkB inh | Gli-Sufu antag | CCR6 antag | 697 NFkB inh
COc1cc(S(=O)(=O)N2CCOCC2)ccc1NC(=O)COC(=O)c1ccccn1 | -19.6 | -6.4 | -1.4 | -0.5 | -5.5 | 6.9 | 2.5 | 20.6 | 16.8
CC(=O)c1cccc(NC(=O)c2cccc(S(=O)(=O)N3CCOCC3)c2)c1 | -11.4 | -4.4 | -6.6 | 0.2 | -3.9 | 6.8 | -30.9 | 21.5 | 7.2
O=C1CC2(CCCCC2)CC(=O)N1CCc1ccccc1 | . | 4.3 | -0.8 | . | . | . | -7.2 | 10.7 | .
Brc1ccccc1-c1cnco1 | 24.6 | 0.5 | -1.1 | 1.1 | -1.8 | 13.2 | -20.0 | 4.2 | 25.1
c1ccc(C[C@H]2CNCCN2CCc2cccc3ccccc23)cc1 | 14.2 | -1.6 | -7.4 | 0.0 | 3.3 | -9.6 | 2.3 | 14.0 | -3.9
CCCCN1CC(=O)N2[C@H](c3ccc(Cl)cc3)[C@@H]3C(=O)N(CC)C(=O)[C@@H]3[C@]2(C)C1=O | -9.7 | 3.6 | 3.3 | -0.2 | 1.1 | 0.1 | -11.7 | 5.3 | 16.4
O=C(Nc1cc(Sc2nc3ccccc3s2)cc([N+](=O)[O-])c1)c1ccccc1 | 46.4 | 2.9 | -17.1 | 1.0 | -4.8 | 11.6 | 5.5 | -7.8 | 2.9
O=C(CN1CCN(C(=O)c2c(F)cccc2F)CC1)Nc1ccccc1C(F)(F)F | 15.7 | -8.6 | -0.1 | 0.5 | -3.9 | -5.6 | 7.5 | 0.2 | 15.2
O=c1cc(N2CCCC2)c2ccccc2o1 | -16.1 | 1.1 | 3.4 | 0.6 | -3.5 | -6.9 | 1.7 | 9.7 | 21.7
CC1(C)COC2(OC1)C(=O)Nc1ccccc12 | 4.4 | 3.1 | 3.9 | 0.6 | 4.8 | 0.3 | -13.0 | -1.2 | 2.4
COCCCNC(=O)CNC(=O)c1nn(-c2ccc(OC)cc2)c(=O)c2ccccc12 | -32.3 | 8.5 | -2.8 | 1.4 | -2.9 | -4.5 | 8.4 | -3.2 | -6.3
COc1cc(C(=O)NCCC(=O)NCCCN2CCCCC2)cc(OC)c1OC | -3.0 | -12.7 | -7.9 | 0.8 | -1.5 | 2.7 | -3.2 | 10.2 | 17.6
COc1ccccc1/C=C/C=N/NC(=O)CCC1C(=O)NN=C1C (configuration not stated) | -2.5 | -9.1 | -4.6 | -2.3 | 1.5 | 10.7 | 2.5 | 2.6 | 7.9
CC1=C(n2ccnc2)CCC1=O | 15.1 | -5.0 | -2.1 | -0.9 | 1.0 | 6.7 | -1.8 | 6.6 | 11.6
CCOC(=O)N1CCC(N2C(=O)c3ccc(C(=O)Nc4ccc(F)cc4F)cc3C2=O)CC1 | 29.2 | 6.7 | 2.4 | -1.4 | 1.7 | -0.1 | -1.4 | 1.6 | 8.1
CCCN1C(=O)SC(CC(=O)Nc2ccc(Br)cc2)C1=O (configuration not stated) | -23.0 | 4.7 | -10.3 | -1.1 | -0.6 | -5.1 | 1.3 | -16.1 | -15.3
COc1cc(/C=C2/S/C(=N/S(=O)(=O)Cc3ccccc3)NC2=O)c([N+](=O)[O-])cc1OC | -14.7 | -2.8 | -15.1 | 1.0 | 0.1 | 0.9 | -44.2 | 4.9 | 4.3
Cc1cccc(-[n+]2c(-c3cccc(Br)c3)[nH]c3nc4ccccc4nc32)c1 | 42.8 | -9.7 | 10.6 | -2.1 | 1.3 | 12.1 | 10.6 | 14.8 | 14.8
Cn1c(C(=O)O)c(CC(=O)Nc2ccc3c(c2)OCCO3)c2ccccc21 | 45.7 | 3.9 | 1.5 | -5.1 | -4.0 | 23.3 | 41.3 | 13.1 | -85.2
COc1ccc(/C=C2\SC(N3CCc4ccccc4C3)=NC2=O)cc1 | 7.5 | 36.8 | 5.1 | 0.5 | -0.7 | 14.1 | 5.4 | 25.5 | 16.9
COCCNC(=S)N(CCc1c(C)[nH]c2ccc(C)cc12)Cc1cc(OC)c(OC)c(OC)c1 | 24.1 | 7.0 | 10.2 | -2.0 | -0.6 | -8.0 | 12.2 | 14.2 | -23.4
CCCN(CC1CC1)C(=S)NC(=O)c1ccc(S(=O)(=O)N2CCOCC2)cc1 | 14.1 | -1.2 | 2.3 | 0.1 | 6.1 | 12.3 | -3.8 | 1.2 | 3.6
Cc1cc(C)c(NC(=O)CNC(=O)[C@@H]2CCCN2C(=O)c2cccs2)c(C)c1 | 4.4 | -10.5 | -3.2 | -0.8 | 0.8 | -2.8 | 0.8 | 3.5 | -17.8
Cc1cc(C(=O)Cn2cnc3ccccc3c2=O)c(C)n1C1CC1 | -64.8 | 5.7 | -5.7 | 2.1 | -1.2 | -65.2 | -58.8 | 9.1 | -101.6
COCCn1c(=S)[nH]c2ccccc21 | 18.5 | -8.4 | -6.2 | -1.7 | -0.8 | 1.6 | -10.0 | -8.3 | 5.5
Cc1ccccc1CN1CCc2c(OCC(=O)N3CCCCC3)cccc2C1=O | 1.7 | 3.3 | 2.4 | -2.2 | -2.5 | 15.7 | 35.2 | 13.5 | 4.2
